# L3MBTL1 block: qHTS Assay for the Inhibitors of L3MBTL1; hit rate 0.66% among 230,000; Potency, µM (doses to about 57.1 µM), for inactives: top-dose activity, negative = inhibition, hits mostly inhibitors; AlphaScreen L3MBTL1–H3K9me1 peptide binding; AID 485360, 2010; also: nearly all actives have a fitted effect of over 60% in size
# Target sequence (Q9Y468 whole entry, looked up): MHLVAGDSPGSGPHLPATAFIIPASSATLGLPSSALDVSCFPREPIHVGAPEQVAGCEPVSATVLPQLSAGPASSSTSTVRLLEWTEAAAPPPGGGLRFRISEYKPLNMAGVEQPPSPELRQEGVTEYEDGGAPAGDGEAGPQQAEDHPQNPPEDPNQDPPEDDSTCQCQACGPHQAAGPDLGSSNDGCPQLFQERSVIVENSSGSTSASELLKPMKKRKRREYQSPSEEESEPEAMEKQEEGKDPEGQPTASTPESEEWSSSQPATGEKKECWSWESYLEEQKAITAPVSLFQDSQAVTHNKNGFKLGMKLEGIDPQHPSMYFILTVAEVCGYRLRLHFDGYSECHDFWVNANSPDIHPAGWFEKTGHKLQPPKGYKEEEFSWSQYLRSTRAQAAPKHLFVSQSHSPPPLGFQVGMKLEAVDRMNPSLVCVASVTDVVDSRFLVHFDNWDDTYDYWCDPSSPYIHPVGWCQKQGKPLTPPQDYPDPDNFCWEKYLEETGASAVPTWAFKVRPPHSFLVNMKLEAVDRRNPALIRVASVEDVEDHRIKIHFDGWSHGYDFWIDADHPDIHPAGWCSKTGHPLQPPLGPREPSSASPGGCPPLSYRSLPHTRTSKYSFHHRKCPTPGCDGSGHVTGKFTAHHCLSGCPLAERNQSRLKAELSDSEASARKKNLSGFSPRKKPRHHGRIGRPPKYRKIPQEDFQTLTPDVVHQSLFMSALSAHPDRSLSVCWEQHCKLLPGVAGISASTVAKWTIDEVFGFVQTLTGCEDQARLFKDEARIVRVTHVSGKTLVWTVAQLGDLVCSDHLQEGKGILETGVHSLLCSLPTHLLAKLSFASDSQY
#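 Read-out is AlphaScreen signal from streptavidin donor and nickel chelate acceptor beads (10 ug/mL final each) bridging L3MBTL1 (50 nM) and biotinylated K9-monomethylated H3(1-15) peptide (75 nM), after 30 min compound exposure at room temperature.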
# Tau fluor cs: Counterscreen qHTS for Inhibitors of Tau Fibril Formation, Fluorescence Polarization | hit rate 0.93% among 280,000 | Potency, µM (titrated, usually from 57.7 µM), inactives show at the top dose activity change, negative = decrease | AID 1463, 2008 | tau K18 P301L Alexa594 fluorescence, heparin fibrillization; also: nearly all actives have a fitted effect of over 55% in size
#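 Human K18 P301L tau (15 uM unlabeled plus 0.24 uM Alexa 594-labeled, final) in 100 mM sodium acetate pH 7 was mixed with compound and 20 uM heparin and incubated 6 hr at 37 C.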
# TexasRed fluor: Total Fluorescence Counterscreen for Inhibitors of the Interaction of Thyroid Hormone Receptor and Steroid Receptor Coregulator 2; TRb/SRC2 Texas Red total fluorescence interference; hit rate 0.29% among 280,000; Potency, µM (doses to about 106 µM), for the others: at the top dose fluorescence change, negative = quenching; active = well fitted curve in either direction with a large enough effect; inconclusive = small, poorly fitted or top-dose-only effect
#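 Human TRb ligand-binding domain at 0.6 uM with 20 nM Texas Red SRC2 peptide in Tris buffer containing 1 uM T3 and 5% DMSO, incubated with compound 5 h at ambient temperature. Total fluorescence (555/632 nm) calculated as parallel + 2 × perpendicular.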
# TRb-SRC2 inh: qHTS for Inhibitors of the Interaction of Thyroid Hormone Receptor and Steroid Receptor Coregulator 2; Thyroid hormone receptor beta (Homo sapiens), P10828; TRbeta-SRC2 peptide binding, fluorescence polarization; receptor liganded with 1 µM T3; Potency, µM (titrated, usually from 106 µM), for inactives: at the highest dose activity change, negative = inhibition, hits mostly inhibitors; hit rate 0.065% among 280,000; AID 1469, 2008;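 also: plate controls were bound peptide for no effect and peptide without receptor for full effect; nearly all actives have a fitted effect of over 50% in size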
#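 Each compound concentration gave % activity, normalized to unbound and bound Texas Red SRC2 controls, from polarization read after 5 hr ambient incubation with T3-loaded human TRb LBD.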
# ALDH1A1 block: qHTS Assay for Inhibitors of Aldehyde Dehydrogenase 1 (ALDH1A1). Purified ALDH1A1, NADH fluorescence, propionaldehyde substrate. hit rate 7.3% among 220,000. Potency, µM (top dose mostly 75.3 µM), without a hit: top-dose activity, negative = inhibition, hits mostly inhibitors. AID 1030, 2008. Aldehyde dehydrogenase 1A1 (Homo sapiens), P00352; active = well fitted inhibition curve with a large enough effect, not every such curve was filed as active; inconclusive = small, poorly fitted or top-dose-only effect, or another doubt; inactive = no such curve, though single readings can be large or run the other way;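 also: plate controls were no enzyme wells and a reference inhibitor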
# Tau FP inhib: qHTS for Inhibitors of Tau Fibril Formation, Fluorescence Polarization; AID 1468, 2008; Microtubule-associated protein tau (Homo sapiens), P10636; Potency, µM (top dose mostly 57.7 µM), for the others: at the top dose activity, negative = inhibition, most hits filed as inhibitors; K18 P301L tau heparin fibrillization, Alexa594 FP, 6 h; hit rate 0.39% among 280,000; also: nearly all actives have a fitted effect of over 55% in size
# Target sequence (P10636 561-689 P618L limits assumed): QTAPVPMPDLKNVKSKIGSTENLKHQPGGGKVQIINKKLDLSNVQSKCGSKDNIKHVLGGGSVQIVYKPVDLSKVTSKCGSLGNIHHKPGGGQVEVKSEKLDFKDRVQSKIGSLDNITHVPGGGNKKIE
#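 FP of Alexa 594-tau after heparin (20 uM) induction. Substrate: human K18 P301L, 15 uM unlabeled, 0.24 uM labeled. Buffer 100 mM sodium acetate pH 7. 6 hr, 37 C.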
# aGal spleen mod: qHTS Assay for Inhibitors and Activators of Human alpha-Galactosidase From Spleen Homogenate; Alpha-galactosidase A (Homo sapiens), P06280; human spleen homogenate, 4MU-alpha-Gal fluorescence, 40 min; Potency, µM (top dose mostly 80 µM), for inactives: at the top dose activity change, negative = inhibition, actives largely listed as inhibitors; hit rate 0.008% among 240,000; AID 2107, 2009;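 also: 0% = enzyme with vehicle and -100% = no enzyme basal signal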
#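 Spleen homogenate 1 ug + cpd (titration) + 4-MU-alpha-D-galactopyranoside 1 mM; 37C 40 min; 50 mM citrate/phosphate pH 5.0, 0.01% Tween-20; stop pH 10; fluorescence 365/440; AC50 via Hill.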
# Tau ThT inhib: qHTS for Inhibitors of Tau Fibril Formation, Thioflavin T Binding | Microtubule-associated protein tau (Homo sapiens), P10636 | recombinant tau K18 P301L, heparin-induced fibrillization, ThT fluorescence | Potency, µM (top dose mostly 57.4 µM), without a hit: at the highest dose activity, negative = inhibition, hits mostly inhibitors | hit rate 2.1% among 270,000 | AID 1460, 2008; also: nearly all actives have a fitted effect of over 55% in size
#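 Fibril formation assay: tau K18 P301L at 15 uM with trace Alexa 594 label, heparin inducer 20 uM, pH 7 sodium acetate buffer, 37 C for 6 hr; endpoint ThT signal.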
# Numbers without * were called inactive; ? = inconclusive; · = not tested or not shown; [ ] = dose if it differs, or a comment. Unless noted, calls follow the shape of the dose curve; as a rule, active = well fitted curve in the direction sought with a large enough effect; inconclusive = small, poorly fitted or top-dose-only effect, or another doubt; inactive = no such curve, though single readings can be large; an effect the other way counts as inactive or inconclusive. Unless noted, % is scaled to controls: 0 for no effect and ±100 for the full control effect; potency is read from the fitted curve at half-maximal effect.
SMILES,L3MBTL1 block,Tau fluor cs,TexasRed fluor,TRb-SRC2 inh,ALDH1A1 block,Tau FP inhib,aGal spleen mod,Tau ThT inhib
Cc1nnc(SCc2nnc(-c3ccccc3)o2)n(N)c1=O,·,-2%,-8%,-2%,5%,-2%,0%,-10%
CC1Cc2ccccc2N1C(=O)c1ccc(N2CCCC2)c([N+](=O)[O-])c1 (stereo not given),?,-18%,-9%,-6%,13µM*,10%,2%,?
CCN(CC)c1ccc(NC(=O)COc2ccccc2C)cc1S(=O)(=O)Nc1ccccc1OC,6%,-26%,4%,5%,12µM*,-14%,-9%,-10%
Fc1cccc(F)c1/C=N/Nc1ccccn1,?,-14%,-1%,4%,7%,-8%,8%,-13%
Cc1ccc(NC(=O)CSc2nnc([C@H](C)NC(=O)OC(C)(C)C)o2)c(C)c1,1%,-7%,1%,0%,·,1%,-5%,-5%
Cc1ccccc1CNC(=O)C1CCCN(c2nnc(-n3c(C)ccc3C)s2)C1 (stereo not given),·,-15%,-1%,8%,·,?,·,?
O=C(COC(=O)COc1ccc(Br)cc1)NCCC1=CCCCC1,7%,-16%,5%,-4%,?,5%,1%,-6%
Nc1cc(=O)[nH]c(SCC(=O)Nc2ccccc2-c2ccccc2)n1,3%,-12%,-4%,-3%,?,-10%,4%,-7%
Cc1cc(C(=O)NCCc2ccc(Cl)cc2)no1,8%,-5%,1%,1%,5%,4%,2%,-6%
Cc1oc2ccc(NS(=O)(=O)c3ccc(C(C)(C)C)cc3)cc2c1C(=O)Nc1ccccc1,-6%,2%,-2%,2%,?,0%,-3%,10%
O=C(COC(=O)c1ccncc1)NCc1ccccc1,0%,3%,5%,3%,10%,-1%,-2%,0%
CCN(CC)C(=O)c1ccc(-c2ccccc2)cc1,2%,-22%,-7%,-2%,?,1%,3%,?
CC(C)OC(=O)c1cc(C(=O)c2cc(Cl)ccc2O)coc1=N,·,-3%,2%,2%,8%,0%,6%,-1%
O=C(/C=C/c1ccccc1)NC(NC(=S)Nc1cc(Cl)ccc1Cl)C(Cl)(Cl)Cl (stereo not given),16%,-10%,-3%[53 µM],-19%[53 µM],22µM*,?,-6%,11%
S=C1NC[C@H](c2ccccc2)N1CCCCC1CCCCC1,·,-7%,-2%,-3%,·,13%,-1%,-13%
Cc1cc([N+](=O)[O-])nn1CCCC(=O)Nc1sc2c(c1C(N)=O)CCCC2,-7%,-6%,8%,7%,7%,1%,9%,-2%
Cc1ccc[n+](-c2[nH]c(=O)sc2/C=N/N=C(\[O-])CCn2c3ccccc3c3ccccc32)c1,-1%,-15%,-1%,2%,·,3%,3%,?
COC(=O)Cn1c(O)c(N=NC(=O)OC)c2ccccc21,7%,-6%,1%,2%,·,7%,2%,-7%
CC(C)C(=O)Nc1ccc(C(=O)Nc2nnc(C(C)(C)C)s2)cc1,8%,-4%,0%,-4%,8%,9%,2%,3%
O=c1cc(-c2ccc(C3CCCCC3)cc2)[nH][nH]1,-13%,-21%,1%,0%,-5%,-6%,14%,?
O=C(CCc1nc2ccccc2s1)N1CCN(S(=O)(=O)c2cccs2)CC1,20%,5%,0%,-17%,-2%,8%,1%,8%
Clc1ccccc1-c1nnc2n1CCCCC2,10%,-7%,1%,2%,·,-2%,1%,-9%
COc1ccc(CC(=O)Nc2ccc3nc(N4CCCCC4)cc(C)c3c2)cc1,·,13µM*[quencher],-3%,-5%,·,3%,·,?
CN(C)c1ccc(/C=C/c2cc[n+](C)cc2)cc1,·,14µM*[fluorescent],45µM*[fluorescent],?,14µM*,?,-6%,4µM*
CC1(C)CC(OC(=O)c2ccco2)CC(C)(C)N1O,6%,-6%,3%,1%,4%,1%,6%,-11%
COc1ccccc1-n1c(SCC(=O)NC(C)(C)C)nc(O)c(Cc2ccccc2)c1=O,4%,4%,2%,-1%,-7%,0%,-3%,-3%
Cc1ccc(CN2CCN(/N=C/c3ccc(N(C)C)cc3)CC2)cc1,-28%,?,0%,-9%,·,8%,-7%,?
O=C1c2ccccc2CCC12N=NCC2c1ccc(Cl)cc1 (stereo not given),-7%,-19%,1%,-8%,-6%,-14%,10%,?
Cc1cc(N2C(=O)C(=O)/C(=C(/O)c3ccc(F)cc3)C2c2ccc(F)cc2)no1 (stereo not given),1%,0%,-4%,7%,9%,0%,3%,-4%
N/C(=N\OC(=O)c1ccc(Cl)cc1)c1nonc1N,2%,-5%,0%,-1%,11%,9%,-6%,1%

# Of the compounds above, 6 have a Cl atom:
SMILES,L3MBTL1 block,Tau fluor cs,TexasRed fluor,TRb-SRC2 inh,ALDH1A1 block,Tau FP inhib,aGal spleen mod,Tau ThT inhib
Cc1cc(C(=O)NCCc2ccc(Cl)cc2)no1,8%,-5%,1%,1%,5%,4%,2%,-6%
CC(C)OC(=O)c1cc(C(=O)c2cc(Cl)ccc2O)coc1=N,·,-3%,2%,2%,8%,0%,6%,-1%
O=C(/C=C/c1ccccc1)NC(NC(=S)Nc1cc(Cl)ccc1Cl)C(Cl)(Cl)Cl (stereo not given),16%,-10%,-3%[53 µM],-19%[53 µM],22µM*,?,-6%,11%
Clc1ccccc1-c1nnc2n1CCCCC2,10%,-7%,1%,2%,·,-2%,1%,-9%
O=C1c2ccccc2CCC12N=NCC2c1ccc(Cl)cc1 (stereo not given),-7%,-19%,1%,-8%,-6%,-14%,10%,?
N/C(=N\OC(=O)c1ccc(Cl)cc1)c1nonc1N,2%,-5%,0%,-1%,11%,9%,-6%,1%

# Next part.
SMILES,L3MBTL1 block,Tau fluor cs,TexasRed fluor,TRb-SRC2 inh,ALDH1A1 block,Tau FP inhib,aGal spleen mod,Tau ThT inhib
C#CCOCCOCCOCCNc1nc(N2CCOCC2)nc(N2CCN(C(=O)[C@H](CCCCN)n3cc([C@@H](N)CC(C)C)nn3)CC2)n1,2%,-8%,0%,-5%,10%,8%,-2%,-7%
CC(=O)c1c(O)cc(C)n(-c2ccc(F)cc2)c1=O,?,7%,-2%,2%,2%,4%,7%,10%
COc1ccc(S(=O)(=O)N2CCC(C(=O)N3CCOCC3)CC2)cc1Cl,2%,0%,0%,4%,0%,4%,1%,2%
O=C(c1coc2ccc(O)c(CN3CCOCC3)c12)C1CC1,2%,1%,1%,1%,3%,?,-6%,-6%
CCC(=O)N(Cc1cccs1)C1CCOC(C)(C)C1 (stereo not given),11%,-1%,-3%,-10%,8%,0%,-2%,-4%
CC(=O)c1cccc(NC(=O)CCn2nc(C)c(S(=O)(=O)N3CCCCC3)c2C)c1,·,-1%,0%,8%,·,-1%,·,8%
Cc1ccc(C(c2cccc(Br)c2)c2c(C)[nH]c3ccccc23)s1 (stereo not given),·,5.6µM*[quencher],0%,1%,·,?,·,?
Cc1ccc(NC(=O)C2CCCN2C(=O)NC2CCCCC2)cc1C (stereo not given),-1%,1%,-1%,-6%,-7%,0%,1%,-1%
O=C=Nc1ccc(Cc2ccc(N=C=O)cc2)cc1,·,·,1%[201 µM],3%[201 µM],5%,·,3%,·
O=C(COc1ccccc1)N1N=C(c2cccnc2)CC1(O)C(F)(F)F (stereo not given),1%,-4%,1%,-2%,?,-3%,-7%,-1%
COc1ccc(C(=O)COC(=O)COc2ccc(C)c(C)c2)cc1,33%[activator],-18%,-2%,0%,-13%,4%,3%,?
C=CCN(CC(=O)Nc1c(C)cccc1CC)C(=O)SCCC,·,-7%,-1%,-11%,-3%,1%,8%,-5%
COc1ccccc1CN1CCNC(=O)C1CC(=O)NCCOc1cccnc1 (stereo not given),9%,-8%,2%,-9%,-2%,-6%,1%,-9%
C[C@H](NC(=O)CNC(=O)[C@@H](NC(=O)[C@H](Cc1ccccc1)NC(=O)CNC(=O)CNC(=O)[C@@H](N)Cc1ccccc1)[C@@H](C)O)C(=O)N[C@@H](CCCN=C(N)N)C(=O)N[C@@H](CCCCN)C(=O)N[C@@H](CO)C(=O)N[C@@H](C)C(=O)N[C@@H](CCCN=C(N)N)C(=O)N[C@H](CN)CCCCN,·,-1%,0%,11%,7%,2%,3%,10%
CSc1nn(CC(=O)Nc2cc(C)ccc2C)c(N)c1S(=O)(=O)c1ccccc1,·,-23%,-1%,3%,·,-6%,·,3%
Cc1ccc2oc(C(=O)Nc3ccc(S(=O)(=O)Nc4nccc(C)n4)cc3)cc(=O)c2c1,·,-4%,?,0%,·,-18%,·,3%
Cc1ccc(NC(=O)CSc2nnc3scc(-c4ccc(Cl)cc4)n23)cc1,·,0%,-3%,2%,·,?,·,6%
Cc1cc(N/N=C/c2ccco2)c2ccccc2n1,6%,-1%,-4%,-1%,?,9%,0%,-2%
COc1cccc(CNC(=O)c2ccc(CS(=O)Cc3ccc(Cl)cc3)o2)c1 (stereo not given),·,-15%,-1%,5%,·,4%,·,0%
COc1ccc(/C=N/OCC(=O)Nc2ccc3c(c2)OCO3)c(OC)c1,-14%,-13%,0%,-9%,-3%,6%,1%,-12%
Cc1nnc(N/N=C/c2cccc(OCc3ccc(Cl)c(Cl)c3)c2)n1N,-14%,25µM*[quencher],0%,7%,3%,-13%,-3%,13µM*
O=C(Nc1ccc2oc(-c3ccccc3F)nc2c1)c1ccc2c(c1)OCCO2,-3%,?,-6%,-6%,-15%,-7%,10%,?
COCCNc1oc(-c2ccc(F)cc2)nc1C#N,2%,-3%,-5%,1%,?,4%,-6%,-4%
COc1ccccc1S(=O)(=O)CC(O)COc1ccc(C#N)cc1 (stereo not given),2%,1%,-3%,-3%,1%,3%,8%,2%

# Screens from PubChem.
